TNF death inh – blocks TNF-alpha induced death of Jurkat FADD-/- cells. Jurkat FADD-/- TNF necroptosis rescue, ATP luminescence, 24 h; 0 = TNF only, 100 = no-TNF cells. activation (protection from cell death), % at 10 µM. 220,000 tested, 0.068% active. AID 463075;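 active = activation, meaning protection from cell death, of at least 50% relative to plate controls; inactive = activation below 50%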;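 also: necroptosis triggered by 40 ng/mL TNF-alpha added together with compound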
TRPML3 agonist – agonists of human TRPML3 channel | Q8TDD5 | HEK293 TRPML3-YFP, Fluo-8 calcium fluorescence; 100% = the carbachol control signal | activation, % at 3 µM | 220,000 tested, 0.29% active | AID 1448;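 active = activation above its plate's cutoff, the mean activation of the plate's test wells plus 3 SD, cut at about 12% in these data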;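 also: 0% = DMSO only wells and 100% = carbachol wells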
Target sequence (Q8TDD5 whole entry, looked up): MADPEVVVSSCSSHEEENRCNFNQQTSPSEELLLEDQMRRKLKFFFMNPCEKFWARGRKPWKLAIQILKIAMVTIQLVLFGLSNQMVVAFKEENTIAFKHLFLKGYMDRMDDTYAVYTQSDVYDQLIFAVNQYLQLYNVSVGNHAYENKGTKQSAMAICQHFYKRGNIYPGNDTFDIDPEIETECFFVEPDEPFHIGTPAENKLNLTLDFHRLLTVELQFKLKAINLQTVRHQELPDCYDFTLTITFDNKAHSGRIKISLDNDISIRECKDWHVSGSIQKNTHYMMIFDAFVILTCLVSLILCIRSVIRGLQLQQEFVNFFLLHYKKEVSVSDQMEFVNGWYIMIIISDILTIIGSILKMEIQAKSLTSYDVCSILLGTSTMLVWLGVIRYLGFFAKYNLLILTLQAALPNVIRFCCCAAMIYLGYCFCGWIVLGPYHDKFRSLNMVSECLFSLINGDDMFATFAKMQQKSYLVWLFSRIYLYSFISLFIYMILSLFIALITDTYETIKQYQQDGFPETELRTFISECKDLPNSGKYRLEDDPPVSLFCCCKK
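Material: HEK293 cells stably carrying human TRPML3-YFP; compound dosing: single dose, 3 µM final nominal compound, 0.3% DMSO final; incubation: 1-h 37 °C dye load, 5-s basal, 120-s post-compound reads; technique: Fluo-8 intracellular calcium fluorescence, excitation 470-495 nm, emission 515-575 nm; read-out basis: percent activation from peak-to-basal fluorescence ratio, scaled between DMSO and carbachol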
NCF1 inh – p47phox (human) inhibition | inhibition, % at 24.7 µM | p47phox/p22phox peptide binding, fluorescence polarization, 2 h | 220,000 tested, 0.53% active | P14598 | AID 1274;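 active = inhibition above about 30%, limit read from the data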;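 also: 0% = p47phox with labelled peptide and 100% = labelled peptide alone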
EBV gp42 inh – inhibitors of Epstein-Barr virus glycoprotein 42. Fluorescence polarization binding assay, mP read-out. inhibition, % (tested at 21.74 µM). 220,000 tested, 0.42% active; in the data active = inhibition above about 50%
MDM2 E3 inh – blocks human Mdm2 ubiquitin ligase activity; Q00987; cell-based MDM2 ubiquitination luciferase reporter, 2 h; 0 = plate control, 100 = twice control, blank-subtracted; signal enhancement, % at 5 µM; 210,000 tested, 0.11% active; AID 1230;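 active = signal enhancement of 30% or more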;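 also: luminescence tracks abundance of the self-degrading MDM2-luciferase fusion protein; higher signal means inhibition of MDM2 E3 ligase activity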
Target sequence (Q00987 whole entry, looked up, the tested form may be a part): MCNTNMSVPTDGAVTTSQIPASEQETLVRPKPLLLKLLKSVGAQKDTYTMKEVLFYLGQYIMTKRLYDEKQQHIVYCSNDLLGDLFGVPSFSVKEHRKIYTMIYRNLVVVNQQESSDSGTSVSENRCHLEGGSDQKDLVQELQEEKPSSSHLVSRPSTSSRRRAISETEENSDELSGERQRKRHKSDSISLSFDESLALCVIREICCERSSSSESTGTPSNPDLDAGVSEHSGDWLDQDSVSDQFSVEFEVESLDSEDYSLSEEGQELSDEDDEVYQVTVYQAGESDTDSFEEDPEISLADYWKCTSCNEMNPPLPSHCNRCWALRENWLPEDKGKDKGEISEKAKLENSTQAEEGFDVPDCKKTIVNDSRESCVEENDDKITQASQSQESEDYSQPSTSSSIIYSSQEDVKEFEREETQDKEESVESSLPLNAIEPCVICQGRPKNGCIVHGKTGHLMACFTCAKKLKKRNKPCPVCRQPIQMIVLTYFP
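Material: Stable MDM2–luciferase fusion reporter cells | Amount: 2000 cells seeded into each well | Dosing: One concentration, 5 µM, with 0.2% DMSO | Incubation: 4 h cell settling then 2 h compound exposure, 37 °C | Measured by: Luciferase luminescence | Read-out basis: % enhancement relative to plate controls after blank subtraction | Benchmarks: Control and blank well means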
Runt-SMMHC FRET – Runt domain-CBFb-SMMHC interaction inhibition; Q01196+Q13951; Cerulean-Runt/Venus-CBFb-SMMHC FRET ratio 530/480, 1 h; inhibition, % at 20 µM; 220,000 tested, 0.74% active; AID 1434;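 active = mean inhibition across duplicate retests at 20 µM reaching about 50%, limit read from the data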;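 also: 0% = DMSO wells and 100% = wells with excess untagged CBFb-SMMHC; inhibitors lower the FRET ratio by blocking Runt binding to CBFb-SMMHC; some results filed as inactive read as strong as hits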
PPC-1+TRAIL kill – compounds killing PPC-1 cancer cells with TRAIL present (potentiator screen, no TRAIL-free arm); 220,000 tested, 0.41% active; AID 1443; cell killing (% activity), % at 4 µM; PPC-1 cells + TRAIL, ATPLite viability luminescence;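 active = cell killing above 50% in the first pass at 4 µM, then a duplicate retest at 5 µM averaging 50% or more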;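 also: plate controls were cells with TRAIL plus DMSO for no effect and medium-only wells lacking cells for full effect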
TRPN1 ag – zebrafish TRPN1 (NompC) channel agonism; HEK293 zebrafish TRPN1-YFP, Fluo-8 calcium fluorescence; 100% = response to 87 µM carbachol; activation, % at 3 µM; 220,000 tested, 0.18% active; AID 1424;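 active = activation above its plate's cutoff, the mean activation of test wells on that plate plus 3 SD, cut at about 19% in these data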;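 also: 0% = DMSO alone and 100% = 87 µM carbachol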
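System: zebrafish TRPN1-YFP in HEK293 cells / Dosing: 3 µM single point / Timing: dye loading 1 h at 37 °C, then 30 min room temperature / Signal: Fluo-8 calcium fluorescence, excitation 470-495 nm, emission 515-575 nm / Read-out basis: percent activation from peak over basal fluorescence ratio, control-normalized / Control set: high carbachol 87 µM, low DMSO alone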
CHOP inhibitor – CHOP inhibition in unfolded protein response; CHO-K1 CHOP-promoter luciferase, tunicamycin-induced, 15-18 h; inhibition, % at 10 µM; 220,000 tested, 3.8% active; AID 2732;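 active = compounds that reduced the stress-induced luciferase reporter signal by more than about 70% of percent inhibition, limit read from the data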;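 also: 0% = tunicamycin plus vehicle and 100% = wells without tunicamycin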
The depositor's hits bear a star; . = no result given. Random draw from the library. About 5.9% of those tested had a hit in this group.

SMILES	TNF death inh	TRPML3 agonist	NCF1 inh	EBV gp42 inh	MDM2 E3 inh	Runt-SMMHC FRET	PPC-1+TRAIL kill	TRPN1 ag	CHOP inhibitor
CC(C)(C)C(=O)Nc1ccccc1C(=O)Nc1ccncc1	0.1	0.0	-0.8	-7.7	-10.3	-1.5	-9.3	-0.9	21.9
O=C(NCc1cccnc1)c1ccccc1-c1ccccc1	-0.4	0.5	-4.9	-2.0	-30.2	-0.8	-0.4	-0.6	9.5
NC(=O)C1=C[C@H](c2csc3ccccc23)C[C@H](OCCCCO)O1	-1.3	0.7	-10.0	-4.4	.	-2.4	9.8	1.8	29.5
Oc1ccccc1N1CCN(C(=S)NCCc2ccccc2)CC1	1.1	1.7	47.2*	3.1	7.5	-2.1	10.0	6.0	2.2
CCS(=O)c1ccccc1C(=O)O (centres undefined)	-10.2	0.5	-6.3	-11.6	-4.7	0.1	6.6	1.1	3.2
O=C(CN(C(=O)Cn1nnc(-c2cccs2)n1)c1ccc2c(c1)OCCO2)NCc1ccccc1	-0.8	-0.7	-8.7	-11.1	-3.8	-4.7	2.4	-0.9	10.8
Nc1nc(NCC2CCCO2)nc(Nc2cccc(Cl)c2)c1[N+](=O)[O-] (centres undefined)	0.1	-0.4	-8.9	-6.8	-8.4	-3.4	12.9	-1.2	27.8
CC(C)CN1C(=O)c2ccc(NC(=O)c3ccccc3F)cc2C1=O	4.0	0.0	-3.2	8.8	-21.7	-4.4	25.2	-0.4	49.0
COc1ccc(-c2nc(CC(=O)O)cs2)cc1OC	1.0	0.4	2.0	3.1	-8.7	-0.6	16.3	-0.7	-1.0
CN(C)CCOc1cccc(Cl)c1	0.0	0.8	-10.0	-1.7	3.1	-1.5	10.3	2.0	-3.0
CC1CN(C2=NC(=O)/C(=C3/C(=O)N(Cc4ccc(F)cc4)c4ccccc43)S2)CC(C)O1 (centres undefined)	-0.3	0.1	-7.2	-10.5	-10.6	-8.4	-4.9	0.3	-8.7
CCOC(=O)Cn1cc(C(=O)C(C)(C)C)c2ccccc21	-1.7	1.0	-9.4	-0.1	-10.4	-2.0	1.6	-2.1	3.5
COc1ccc(NC(=O)COC(=O)CNS(=O)(=O)c2ccccc2)cc1OC	1.1	0.6	-11.5	-13.5	-9.5	-1.9	10.4	0.9	-7.0
Cc1cc(/C=C\c2nc(O)c([N+](=O)[O-])c(=O)[nH]2)c(C)n1-c1ccccc1	-0.9	0.4	-12.3	11.8	-15.3	-3.4	31.3	-0.5	-2.8
Cc1ccc(S(=O)(=O)NCC(=O)OCc2csc(-c3ccccc3)n2)cc1	1.3	0.6	-13.4	-39.5	-2.3	2.9	11.2	-1.2	48.9

Single records, as listed above.
CC(C)(C)C(=O)Nc1ccccc1C(=O)Nc1ccncc1 reads TNF death inh: 0.1; TRPML3 agonist: 0.0; NCF1 inh: -0.8; EBV gp42 inh: -7.7; MDM2 E3 inh: -10.3; Runt-SMMHC FRET: -1.5; PPC-1+TRAIL kill: -9.3; TRPN1 ag: -0.9; CHOP inhibitor: 21.9
CN(C)CCOc1cccc(Cl)c1 reads TNF death inh: 0.0; TRPML3 agonist: 0.8; NCF1 inh: -10.0; EBV gp42 inh: -1.7; MDM2 E3 inh: 3.1; Runt-SMMHC FRET: -1.5; PPC-1+TRAIL kill: 10.3; TRPN1 ag: 2.0; CHOP inhibitor: -3.0
O=C(CN(C(=O)Cn1nnc(-c2cccs2)n1)c1ccc2c(c1)OCCO2)NCc1ccccc1 reads TNF death inh: -0.8; TRPML3 agonist: -0.7; NCF1 inh: -8.7; EBV gp42 inh: -11.1; MDM2 E3 inh: -3.8; Runt-SMMHC FRET: -4.7; PPC-1+TRAIL kill: 2.4; TRPN1 ag: -0.9; CHOP inhibitor: 10.8

(further entries)
SMILES	TNF death inh	TRPML3 agonist	NCF1 inh	EBV gp42 inh	MDM2 E3 inh	Runt-SMMHC FRET	PPC-1+TRAIL kill	TRPN1 ag	CHOP inhibitor
COc1cc(CCC(=O)Nc2cc(Cl)ccc2N2CCN(C)CC2)cc(OC)c1OC	3.3	0.1	-10.9	-1.7	0.5	-0.4	25.9	-0.2	10.9
COC(=O)c1ccc(CSCC(=O)Nc2ccccc2)cc1	3.7	-0.5	.	14.5	-9.2	0.6	21.5	-0.9	6.7
Clc1ccc(CN(Cc2ccccc2)C(c2cccs2)c2nnnn2C2CCCC2)cc1 (centres undefined)	-0.8	0.5	-14.5	-21.6	-4.0	0.4	10.0	0.2	15.3
O=C(O)c1cccc(NC(=O)C2C3C=CC(C3)C2C(=O)OCC(F)(F)C(F)F)c1 (centres undefined)	-2.0	-0.1	-8.1	1.1	-13.7	-1.6	-4.7	0.1	43.0
COc1ccc(C(CC(=O)O)NC(=O)c2cccs2)cc1 (centres undefined)	0.0	1.2	3.9	-4.2	-8.2	-3.9	10.1	0.1	58.5
CC(=O)N1N=C(c2ccco2)CC1c1cc2ccc(C)cc2nc1Cl (centres undefined)	-8.6	0.5	-4.9	-1.7	-3.5	-2.3	-2.4	0.7	-0.5
CCOC(=O)c1cccc(NC(=O)COC)c1	0.7	0.3	-0.3	4.4	4.5	0.5	11.2	-0.1	16.8
CCCOc1ccc(C2=NNC(=O)CC2)cc1	0.9	-0.6	-21.8	8.7	-6.2	-1.0	12.6	-0.8	21.1
S=C(NCc1ccco1)N1CCN(Cc2ccco2)CC1	-2.2	0.0	-16.1	-18.4	0.3	0.8	13.1	-0.8	-7.1
CN1CCN(CC(=O)Nc2cc(N3CCOCC3)ccc2[N+](=O)[O-])CC1	2.4	0.6	-9.7	-10.6	-10.1	-4.0	0.9	-0.6	26.3
O=C(Nc1ccccc1)c1nnn(Cc2ccccc2)c1NC(=O)C(F)(F)F	-0.2	-0.5	-10.6	-9.9	-21.5	1.8	19.8	-0.3	-2.3
CSc1ccccc1-c1n[nH]c(=S)o1	0.5	0.4	1.0	-2.5	-17.2	5.7	3.7	0.7	-0.7
Cc1ccc(S(=O)(=O)N2C=CC(C(F)(F)F)=NCC2)cc1	1.7	0.0	-9.2	-10.1	-8.0	0.3	14.8	0.9	13.4
O=C1CCC(=O)N1CC(O)COc1ccccc1 (centres undefined)	3.2	0.6	-10.4	-6.8	-14.6	-1.4	15.5	2.2	9.7
CC(C)CC1=NN2C(=N)/C(=C\c3coc4ccccc4c3=O)C(=O)N=C2S1	-0.7	3.8	-41.0	-8.4	-7.3	-64.9	0.1	6.7	-9.5
Cc1ccc(/C(C#N)=C\c2cn(C)c3ccccc23)cc1	-2.3	-0.3	-15.8	-5.3	-4.9	-1.7	6.3	-0.5	47.1
CC(C)CC(C(=O)N1CCc2ccccc2C1)N1C(=O)c2ccccc2C1=O (centres undefined)	-2.0	-0.8	-14.0	-14.3	-18.0	-0.4	0.1	-3.0	50.5
OC(C#CCN1CCOCC1)c1cccs1 (centres undefined)	0.1	0.8	-23.6	-5.6	-12.7	-9.3	20.2	0.9	6.2
C#C[C@]1(O)CC[C@H]2[C@@H]3CCc4cc(OC5CCCC5)ccc4[C@H]3CC[C@@]21C	.	0.5	3.3	3.5	.	-4.2	5.3	-0.4	42.6
CC(=O)Nc1ccc(S(=O)(=O)Nc2nc3ccccc3nc2Nc2ccc(S(N)(=O)=O)cc2)cc1	0.7	0.6	-22.9	13.7	-19.2	3.9	9.2	0.5	-12.9
COc1ccccc1CNC(=O)c1ccc(OCc2c(C)noc2C)c(OC)c1	0.1	0.2	-1.5	-15.8	-15.0	0.6	-39.8	1.1	-9.1
O=C(CCn1c(=O)c2ccccc2n(Cc2ccccc2)c1=O)NC1CCN(Cc2ccccc2)CC1	1.8	0.3	-6.1	-3.7	.	-0.1	-1.6	0.8	17.9
Cc1ccc2nc(NC(=O)C3CCCN3C(=O)OC(C)(C)C)sc2c1 (centres undefined)	3.1	0.8	-2.8	2.4	-6.0	-1.2	25.2	1.0	11.2
CCCn1ncc(CN2CCN(Cc3ccc(C)o3)C(CCO)C2)c1C (centres undefined)	-0.9	1.5	-0.1	-1.6	-40.9	1.7	20.8	1.0	16.6
COc1ccc(N2CCN(C(=O)c3cn(C4CCCC4)c(=O)c4c3c3ccccc3n4C)CC2)cc1	-1.0	0.8	-37.5	-5.8	-3.7	1.3	24.2	2.5	25.1
Cc1csc(N(C(=O)Cc2ccccc2F)c2ccccc2)n1	1.7	-0.1	-24.7	-1.1	-6.2	1.4	5.2	-1.5	27.8
O=S(=O)(Nc1ccc(-n2cnnn2)cc1)c1ccc(F)c(F)c1F	2.4	0.6	-15.1	-13.6	-17.0	-0.4	3.1	2.0	25.2
COc1ccc(CCNC(=O)c2cn3ccc(C)cc3n2)cc1OC	-0.1	0.0	8.5	-4.6	-6.0	1.5	9.8	1.0	7.3
CCC(C)/C=C/C1=CC2=C(Cl)C(=O)C3(C)OC(=O)C(C(=O)C(C)C(C)O)C3C2=CO1 (centres undefined)	0.8	-0.3	-7.2	9.1	-9.9	85.4*	14.3	-1.1	7.6
Cc1cc(C=O)c(C)n1-c1ccc(Oc2ccc([N+](=O)[O-])cn2)cc1	1.6	1.9	8.9	-3.8	-17.9	0.4	-3.5	1.5	38.8
COc1ccc(S(=O)(=O)N2CCC(C(=O)N3CCC(C(N)=O)CC3)CC2)cc1Cl	0.7	0.5	1.0	-1.8	4.3	-1.3	4.0	-0.2	-4.6
CCCCN(CC)Cc1ccc(CNC(=S)Nc2cccc(F)c2)o1	1.7	0.5	.	-4.7	.	5.4	14.8	1.0	18.3
CSc1sc(-c2ccnc(=S)[nH]2)c(-c2ccccc2)c1C#N	1.8	0.4	-84.5	-13.2	-8.7	-1.1	17.1	1.6	14.1
CC(=O)Oc1ccc2cc(-c3ccccc3)c(=O)oc2c1	-4.1	-0.1	-18.8	-5.7	-60.5	81.2*	3.4	-1.7	3.1
CCCN(C(=O)Cn1ncc2c(=O)oc3ccccc3c21)c1cccc(C)c1	-0.4	-0.9	-5.3	-10.7	-13.4	-0.7	3.0	-0.8	5.8
CCc1c(C)nc2c(OC)cccc2c1Cl	-0.5	0.5	-1.0	-6.4	1.9	-2.1	15.1	-0.5	14.4
O=C(Nc1ccc2snnc2c1)N1CCOCC1	-2.4	0.5	2.9	-7.5	-7.7	-1.0	17.5	0.2	-8.2
COC(=O)c1cc(OC)c(OC)cc1NC(=S)N1CCCCC1	-1.0	0.6	10.3	-6.9	5.8	0.3	2.8	0.4	1.2
N#C/C(=C\c1ccc(Cl)s1)C(=O)N1CCN(c2ccccc2)CC1	1.1	1.0	-5.1	-6.8	9.1	4.4	9.4	-0.1	25.2
